# Screens (PubChem)
# HCV inh: inhibitors of hepatitis C virus infection; Huh7.5.1 HCVcc-Cre infection, luciferase reporter, 44 h; Potency, µM (series often up to 41.8 µM), without a hit: at the highest dose activity change, negative = inhibition, usual class: inhibitors; hit rate 3.4% among 340,000; further: potency means the concentration at half of the fitted maximal effect; on the % scale 0 is the no-effect control and ±100 the full control effect
#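 Whole-lifecycle infectious HCVcc-Cre system; cells 1,000/well, compound then virus (~0.5 moi) added 4 h after plating, 44 h culture. Luciferase read 15 sec following 15 min substrate incubation, room temp.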
# Cycloheximide cs: counter-screen hit for Shiga toxin inhibitors, cycloheximide; cell reporter, cycloheximide protein synthesis inhibition counterscreen; max response, %; hit rate 12% among 300,000; in the data active means max response mostly above about 13%, no sharp cut-off; inactive means mostly below about 14%; further: read at 38.3 µM for the half of the compounds with a filed dose; 0% is about no effect
# Tb PYK inh: T. brucei pyruvate kinase inhibition; Q57TT1; TbPYK enzyme, Kinase-Glo Plus ATP luminescence, 45 min; Potency, µM (highest dose often 76.8 µM), without a hit: at the highest dose activity, negative = inhibition, hits mostly inhibitors; hit rate 0.12% among 410,000; AID 624173; further: potency means the concentration at half of the fitted maximal effect; on the % scale 0 is the no-effect control and ±100 the full control effect; nearly all actives have a fitted effect of over 50% in size
#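 In this concentration-response screen, enzyme-free wells defined baseline while DMSO plates tracked drift. Each reaction combined TbPYK, substrate, compound and 130 uM ADP for 45 min at room temperature. Kinase-Glo Plus luminescence gave the signal.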
# Shiga toxin inh: Shiga toxin inhibition | Vero cells, Shiga toxin protein synthesis inhibition reporter | inhibition, % at 38.7 µM | hit rate 9.2% among 290,000 | AID 2315; in the data active means inhibition mostly above about 28%, no sharp cut-off; inactive means mostly below about 43%; further: 0% is about no effect
# Pf growth 48h: inhibits P. falciparum growth in the first generation, 48 h; P. falciparum luciferase growth in erythrocytes, 48 h; Potency, µM (titrated, usually from 28.7 µM), for inactives: at the top dose activity change, negative = inhibition, hits mostly inhibitors; hit rate 5.9% among 310,000; AID 504832; further: potency means the concentration at half of the fitted maximal effect; on the % scale 0 is the no-effect control and ±100 the full control effect
#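 Growth was read as firefly luciferase luminescence after a 48 h, 37 C, 5% CO2 exposure of compounds to reporter-bearing P. falciparum cultures (0.1% parasitemia, 2% hematocrit final) in Albumax-supplemented RPMI 1640.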
# Pf growth 96h: P. falciparum growth inhibition at 96 hours; Potency, µM (series often up to 28.7 µM), inactives show top-dose activity change, negative = inhibition, hits mostly inhibitors; AID 504834; P. falciparum luciferase reporter growth, 96 h; hit rate 6.9% among 320,000; further: potency means the concentration at half of the fitted maximal effect; on the % scale 0 is the no-effect control and ±100 the full control effect
#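 Two-generation exposure (96 h) targets delayed-death phenotype. Reporter parasites carrying integrated firefly luciferase, in red cells at 2% hematocrit and 0.05% parasitemia final, kept at 37 C, 5% CO2; luminescence loss indicates inhibition.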
# LmPK inh: blocks Leishmania mexicana pyruvate kinase activity. AID 1721. hit rate 0.37% among 290,000. Potency, µM (series often up to 57.5 µM), without a hit: at the top dose activity change, negative = inhibition, actives largely listed as inhibitors. purified LmPK, Kinase-Glo ATP luminescence, 1 h. Q27686; further: potency means the concentration at half of the fitted maximal effect; on the % scale 0 is the no-effect control and ±100 the full control effect
# Target sequence (Q27686 whole entry, looked up): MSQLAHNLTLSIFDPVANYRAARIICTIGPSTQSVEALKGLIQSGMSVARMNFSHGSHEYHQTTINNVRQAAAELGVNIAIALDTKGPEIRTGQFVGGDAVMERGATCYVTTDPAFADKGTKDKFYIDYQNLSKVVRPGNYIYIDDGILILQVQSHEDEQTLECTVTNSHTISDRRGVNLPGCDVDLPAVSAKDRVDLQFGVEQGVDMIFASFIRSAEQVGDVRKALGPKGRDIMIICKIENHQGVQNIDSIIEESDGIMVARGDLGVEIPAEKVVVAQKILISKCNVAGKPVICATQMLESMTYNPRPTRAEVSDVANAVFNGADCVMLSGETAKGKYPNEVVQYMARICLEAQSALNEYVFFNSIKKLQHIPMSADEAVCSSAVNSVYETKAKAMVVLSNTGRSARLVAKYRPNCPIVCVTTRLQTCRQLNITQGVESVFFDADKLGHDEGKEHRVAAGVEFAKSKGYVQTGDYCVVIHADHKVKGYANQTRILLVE
#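 Pyruvate kinase activity monitored as ATP production (luciferase luminescence). Conditions: 0.1 nM enzyme, 0.5 mM PEP, 0.1 mM ADP, 1 h, RT; normalized against uninhibited and no-enzyme wells.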
# * hit, by the source's call; ? = inconclusive; / = no result given; & = joins results of further samples; ! = a repeat was not active; [ ] = remark or other dose. Unless noted, the call rests on the fitted dose curve; in most records, active means well fitted curve in the direction sought with a large enough effect; inconclusive means small, poorly fitted or top-dose-only effect, or another doubt; inactive means no such curve, though single readings can be large; an effect the other way counts as inactive or inconclusive.
SMILES,HCV inh,Cycloheximide cs,Tb PYK inh,Shiga toxin inh,Pf growth 48h,Pf growth 96h,LmPK inh
COc1ccc(C(=O)COC(=O)C(CCSC)NC(=O)COc2ccccc2)c(OC)c1 (configuration not stated),-26%,6,4%,-3,-16%,1%,-6%
Cc1nc2c(sc3nc4c(cc32)COC(C)(C)C4)c(=O)n1Cc1ccccc1,-17%,2,0%,13,/,11%,5%
Cc1cc(C)c(C(N)=O)c(Nc2cccc(Cl)c2)n1,23%,6,1%,11,18%,-28%,-4%
Cc1ccc(NC(=O)Cn2ccc(=O)[nH]c2=O)cc1,8%,30*,-5%,41,22%,46%[activator],1%
Cc1ccc(C(=O)NC(C)c2ccc(-n3ccnc3)cc2)cc1 (configuration not stated),?,12,3%,17,-7%,?,-5%
Cc1ccc(C)n1-c1ccc(C(=O)N2CCC(C(N)=O)CC2)cc1,-4%,9,-9%,33,?,?,-1%
COc1ccccc1S(=O)(=O)Nc1ccc(S(=O)(=O)Nc2nccs2)cc1,-3%,/,-2%,/,-16%,?,/
Cc1ccc(OCC(=O)Nc2ccc3c(c2)nc(CCN2CCCCC2)n3C)cc1,-2%,-1,-2%,-4,?,?,-4%
O=C(N/N=C/c1ccc(OC(F)F)cc1OC(F)F)c1cccc(S(=O)(=O)N2CCOCC2)c1,1%,7,2%,-6,-21%,-4%,1%
COc1cccc(NS(=O)(=O)c2ccc3c(c2)CC(=O)N3)c1,17%,/,3%,/,-21%,-4%,/
COc1cccc(N2CCN(CC(=O)NC(=O)NCc3ccco3)CC2)c1,16%,11,3%,8,-1%,?,-4%
COc1cccc(N/C(N)=N/c2nc(C)cc(=O)[nH]2)c1,3%,-4,10%,-4,37%[activator],0%,1%
CCOC(=O)N1CCN(C(=O)CSc2nnc(-c3cc(OC)ccc3OC)o2)CC1,10µM*!,-2,?,14,?,0%,2%
O=C(NN1CCOCC1)c1cc(S(=O)(=O)Nc2cccc(C(F)(F)F)c2)ccc1Cl,3%,-2,-5%,-3,2%,1%,5%
O=C(NCCC1CCCCN1S(=O)(=O)c1cccs1)C(=O)NCc1ccccc1 (configuration not stated),?,/,-4%,/,?,?,/
O=C(NCc1ccco1)c1ccc(NS(=O)(=O)c2cccc(F)c2)cc1,13%,-2,3%,-3,-15%,-19%,-2%
COC(=O)[C@]1(CC(C)C)N[C@H](c2ccc(-c3ccc4c(c3)OCO4)cc2)[C@@H]2C(=O)N(C)C(=O)[C@@H]21,-2%,/,-5%,/,?,13µM*,/
COc1ccc(N2CCOCC2)c(NC(=O)COc2cccc(C)c2C)c1,?,-6,9%,-3,-16%,-8%,-7%
COC(=O)N/N=C/c1cn(Cc2ccc(Cl)cc2Cl)c2ccccc12,?,-5,1%,-15,?,?,-2%
CC(C)CNC(=O)COC(=O)c1ccccc1OCC(=O)Nc1ccc(Br)cc1,19%,0,-14%,-8,12%,0%,-1%

# Brought forward from above: two compounds, followed by the next part.
SMILES,HCV inh,Cycloheximide cs,Tb PYK inh,Shiga toxin inh,Pf growth 48h,Pf growth 96h,LmPK inh
COC(=O)N/N=C/c1cn(Cc2ccc(Cl)cc2Cl)c2ccccc12,?,-5,1%,-15,?,?,-2%
CC(C)CNC(=O)COC(=O)c1ccccc1OCC(=O)Nc1ccc(Br)cc1,19%,0,-14%,-8,12%,0%,-1%
O=C(c1ccc(Br)o1)N(Cc1ccccc1)Cc1ccccc1,?,2&6,-1%,12,18%,27%,0%
c1ccc(C2=Nn3c(nnc3-c3cc(-c4ccccc4)n[nH]3)SC2)cc1,?,2,-11%,8,?,/,3%
Cc1ccc(OC(C)C(=O)O)cc1C (configuration not stated),20%,1,3%,12,-9%,-6%,0%
COc1cccc(C(=O)Nc2cc(S(=O)(=O)N3CCCCC3)ccc2OC)c1,0%,-1,4%,-14,?,?,1%
COc1cc2c(cc1OC)C(c1cccc(Cl)c1)CC(=O)N2 (configuration not stated),-25%,-1,4%&4%,-10,-18%,?,-3%
COC(=O)Cn1c2ccc(OC)cc2c2nc(C)sc21,6%,14,1%,12,11%,33%[activator],-2%
CCSc1nnc(NS(=O)(=O)c2ccc(C)cc2)s1,14%,-4,-1%,-4,-5%,-9%,2%
Cc1ccc(OCC(=O)c2c(O)c3ccccc3oc2=O)cc1C,3%,-1,-16%,-15,3%,54%,-5%
COc1ccc(NC(=O)C(C)N2CCN(C)CC2)cc1 (configuration not stated),17%,-2,-3%,-4,/,-19%,-1%
CCN[C@@H]1C[C@H](N)[C@H](O[C@H]2OC(CN)=CC[C@H]2N)[C@@H](O)[C@H]1O[C@H]1OC[C@@](C)(O)[C@@H](NC)[C@@H]1O,/,/,3%,/,-1%,3%,/
CCOC(=O)C1=C(C)NC2=C(C1c1ccc([N+](=O)[O-])cc1)S(=O)(=O)c1ccccc12 (configuration not stated),?,17,1%,4,-20%,/,-3%
O=C(CSc1nnc(COc2ccccc2)n1Cc1ccco1)c1ccc(F)cc1,-29%,37*,-15%,26,12µM*,13µM*,6%
COc1ccc(S(=O)(=O)NC2CC(C)(C)NC(C)(C)C2)cc1,10%,1,5%,-5,8%,-4%,-1%
COCC(=O)NCc1ccc2c(c1)cc(C)n2C,-5%,1,-6%,-10,-5%,4.7µM*,1%
Cc1cc(C)c(NC(=O)C2CCCN2CCO)c(C)c1 (configuration not stated),11%,-2,/,-2,7%,/,-1%
Cc1ccccc1CSCCNC(=O)c1ccc(Cl)c(S(=O)(=O)N2CCOCC2)c1,11µM*,-6,-11%,-2,12µM*,13µM*,2%
CCC(C)Oc1nc2c(c(=O)n(C)c(=O)n2C)n1C (configuration not stated),-4%,-6,-9%,-9,37%[activator],18%,1%
COc1ccc(C(=O)N2CCSC2=S)cc1OC,20%,3,1%,-8,16%,35%[activator],-1%
O=C(CSc1nc(-c2ccco2)cc(C(F)(F)F)n1)NCCCN1CCOCC1,2%,-3,-2%,-4,15%,316%[activator],0%
CSc1nsc(SCC(=O)Nc2ccc(C(C)=O)cc2)n1,-4%,47*,2%,72*,/,-45%,5%
O=C(CNS(=O)(=O)c1cccs1)Nc1ccc2c(c1)OCCO2,-7%,43*,1%,90*,65%[activator],-15%,-6%
O=C(c1cnn(C(=O)c2cccc(S(=O)(=O)N3CCOCC3)c2)c1)c1cc(Cl)cc(Cl)c1O,?,13,4%,-6,-16%,25%,-5%
COC(=O)C1=C(c2cccc3c2S(=O)(=O)c2ccccc2-3)C[C@@H]2CC[C@H]1N2C(=O)N1CCc2cc(OC)c(OC)cc2C1,10µM*,/,4%,/,3.7µM*,?,/
O=S(=O)(c1ccc2c(c1)OCCO2)N1CCN(c2ncnc3sccc23)CC1,1µM*,-2,0%,-12,?,-20%[5.75 µM],0%
N#Cc1ccc(C(=O)NCCCSc2ccccc2)cc1,-9%,-3,3%,-6,6%,-6%,-3%
Cc1cccc(-n2ncc3c(N4CCC(C)CC4)ncnc32)c1,-3%,68*,1%,95*,/,81%[activator],1%
CCC1C(=O)CC(c2ccco2)NC1c1ccco1 (configuration not stated),-5%,3,3%,32,-17%,-5%,-7%
CN(C)/C=C/C(=O)c1cnc2sccn2c1=O,20%,17,0%,-4,6%,8%,-1%
Cc1cccc(NC(=O)N(Cc2cc3cc(C)ccc3[nH]c2=O)CC2COCCO2)c1 (configuration not stated),-15%,4,5%,14,?,16%,-1%
COc1cc(CC(=O)Nc2ccc3nc(SC)sc3c2)cc(OC)c1OC,-22%,1,2%,1,?,-31%,11%
O=C(NCCCn1ccnc1)c1ccc2c(c1)OCCO2,13%,-2,-9%,-11,14%,/,-4%
CCOC(=O)CCc1c(C)nc(SCCCn2c(=O)[nH]c3ccccc32)c(C#N)c1C,7%&-1%,1,?,-4,?,-1%,27%
COc1ccc(-c2cnnn2-c2ccc([N+](=O)[O-])cc2)cc1,-16%,11,-4%,38,?,?,-2%
CC1CCN(S(=O)(=O)c2ccc(C(=O)Nc3ccccc3-c3nc4ccccc4[nH]3)cc2)CC1,?,-7,-7%,-7,4.1µM*,7.4µM*,-2%
O=C1N=C(N2CCOCC2)CS1,7%,11,-2%,-9,8%,?,-3%
Cn1c(N)c(C(=O)COC(=O)CCc2nc3ccccc3s2)c(=O)n(C)c1=O,11%,-1,-14%,-13,0%,1%,-7%
CC1=CN2C(=N)/C(=C/c3ccco3)C(=O)N=C2S1,31%[activator],47*,3%,72*,33%[activator],54%[activator],-19%
OCC1(CCc2ccccc2)CCCN(C/C=C/c2ccccc2)C1 (configuration not stated),-12%,-2,-2%,-1,?,?,7%
Cc1ccc(C)c(N2N=C(C(=O)NCCN3C(=O)S/C(=C\c4cccnc4)C3=O)CCC2=O)c1,19%,/,-2%,/,-28%,12%,/
CC(Oc1ccccc1)C(=O)Nc1ccc(S(=O)(=O)N2CCOCC2)cc1 (configuration not stated),2%,-1,-3%,14,-12%,-1%[5.75 µM],-1%
Cc1nn(-c2ccc(C(=O)O)cc2)c(C)c1Oc1ccccc1O,32%[activator],-2,-9%,-6,/,-25%,5%
Cc1ccc2cc(CN(CCN3CCCC3)C(=O)Nc3ccc(F)cc3)c(=O)[nH]c2c1C,?,-4,-10%,-9,13µM*,-11%,-16%

# Grouped by structure, those above with two or more sulfur atoms
SMILES,HCV inh,Cycloheximide cs,Tb PYK inh,Shiga toxin inh,Pf growth 48h,Pf growth 96h,LmPK inh
COc1ccccc1S(=O)(=O)Nc1ccc(S(=O)(=O)Nc2nccs2)cc1,-3%,/,-2%,/,-16%,?,/
O=C(NCCC1CCCCN1S(=O)(=O)c1cccs1)C(=O)NCc1ccccc1 (configuration not stated),?,/,-4%,/,?,?,/
CCSc1nnc(NS(=O)(=O)c2ccc(C)cc2)s1,14%,-4,-1%,-4,-5%,-9%,2%
Cc1ccccc1CSCCNC(=O)c1ccc(Cl)c(S(=O)(=O)N2CCOCC2)c1,11µM*,-6,-11%,-2,12µM*,13µM*,2%
COc1ccc(C(=O)N2CCSC2=S)cc1OC,20%,3,1%,-8,16%,35%[activator],-1%
CSc1nsc(SCC(=O)Nc2ccc(C(C)=O)cc2)n1,-4%,47*,2%,72*,/,-45%,5%
O=C(CNS(=O)(=O)c1cccs1)Nc1ccc2c(c1)OCCO2,-7%,43*,1%,90*,65%[activator],-15%,-6%
O=S(=O)(c1ccc2c(c1)OCCO2)N1CCN(c2ncnc3sccc23)CC1,1µM*,-2,0%,-12,?,-20%[5.75 µM],0%
COc1cc(CC(=O)Nc2ccc3nc(SC)sc3c2)cc(OC)c1OC,-22%,1,2%,1,?,-31%,11%
